# HEK293 tox: cytotoxic in the GLP-1 receptor inverse agonist counter-screen | HEK293 cAMP-luciferase reporter cells, luminescence, 24 h | Potency, µM (series often up to 38.3 µM), for inactives: at the top dose activity change, negative = inhibition, most hits filed as inhibitors | 0.13% of 410,000 active | AID 624418;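 note: loss of luciferase light is scored as toxicity; potency is the fitted concentration of half-maximal effect; % is set by controls: 0 for no effect and ±100 for the full control effect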
#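 1536-well qHTS counterscreen of the MLSMR; 200 cells/uL, 12 h pre-incubation, 23 nL cpd, 24 h at 37 deg C 5% CO2, luciferase detection reagent, 12 min RT, luminescence. Inhibition = undesired.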
# D3 antag: D3 dopamine receptor (human) antagonism. AID 652054. D3R cells, DiscoveRx beta-arrestin luminescence, antagonist mode; active compounds read low. max response, negative = inhibition, %. P35462. 2.5% of 360,000 active; in the data active = max response below about -50%; inconclusive = no clear call, values can overlap the other calls; note: % is set by controls: 0 for no effect and ±100 for the full control effect; mostly tested at two doses, the higher about 12 µM
#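 Cells expressing the human receptor were seeded at 1500 cells/well, incubated overnight at 37 degrees C in 5% CO2, then exposed to library compounds with dopamine controls for 90 minutes at 37 degrees C before luminescent detection.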
# GLP1R ag: activates the human GLP-1 receptor; 0.007% of 380,000 active; P43220; HEK293 GLP-1R CRE-luciferase, luminescence, 4-6 h; cells express a hypersensitive GLP-1R form; Potency, µM (top dose mostly 45.6 µM), without a hit: at the highest dose activation, hits mostly activators; note: potency is the fitted concentration of half-maximal effect; % of control where 0% means no effect
# Target sequence (P43220 whole entry, looked up): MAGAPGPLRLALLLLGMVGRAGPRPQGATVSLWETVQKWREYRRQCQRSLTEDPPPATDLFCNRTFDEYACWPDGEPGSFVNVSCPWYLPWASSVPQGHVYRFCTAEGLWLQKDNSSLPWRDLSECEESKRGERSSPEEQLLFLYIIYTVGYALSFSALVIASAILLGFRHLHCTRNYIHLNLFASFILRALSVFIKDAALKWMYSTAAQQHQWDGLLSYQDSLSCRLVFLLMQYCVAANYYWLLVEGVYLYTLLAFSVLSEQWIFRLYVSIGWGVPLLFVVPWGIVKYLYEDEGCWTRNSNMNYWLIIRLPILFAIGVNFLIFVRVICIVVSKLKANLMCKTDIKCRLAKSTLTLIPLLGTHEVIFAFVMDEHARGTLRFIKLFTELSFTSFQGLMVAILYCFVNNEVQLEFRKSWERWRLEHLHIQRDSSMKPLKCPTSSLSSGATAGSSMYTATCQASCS
# KB-V1 cytotox: KB-V1 MDR subline cytotoxicity; Potency, µM (titrated, usually from 46.1 µM), for the others: at the top dose activity change, negative = cytotoxicity, actives largely listed as cytotoxic; KB-V1 MDR cells viability, CellTiter-Glo, 72 h; 3.4% of 400,000 active; AID 1347076; note: potency is the fitted concentration of half-maximal effect; % is set by controls: 0 for no effect and ±100 for the full control effect; nearly all actives have a fitted effect of over 60% in size
#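 KB-V1 MDR subline cells in DMEM (phenol-red free, 10% FBS) exposed to compounds in qHTS concentration series for 72 h at 37 degrees C. Viability read by CellTiter-Glo luminescence; concentration-effect curves fitted after normalization and correction.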
# GLP-1R inv ag: inverse agonists of human GLP-1 receptor; P43220; 1.6% of 410,000 active; HEK293 GLP-1R CRE-luciferase, luminescence, 24 h; GLP-1R form is constitutively active; AID 624417; Potency, µM (titrated, usually from 38.3 µM), without a hit: at the highest dose activity change, negative = inhibition, usual class: inhibitors; note: potency is the fitted concentration of half-maximal effect; % is set by controls: 0 for no effect and ±100 for the full control effect; nearly all actives have a fitted effect of over 55% in size
#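 Constitutively active GLP-1R drives a cAMP-responsive luciferase in stably transfected HEK293 cells; test compounds are added after overnight (12 h) attachment and left 24 hr, and signal loss in luminescence marks inhibition.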
# TDP43 rescue: rescues yeast growth from TDP-43 toxicity | AID 652104 | TDP-43 expressing yeast growth rescue, BacTiter-Glo, 24 h | 1.8% of 410,000 active | Potency, µM (highest dose often 46.1 µM), without a hit: at the highest dose growth rescue (activation), hits mostly activators; note: potency is the fitted concentration of half-maximal effect; % of control where 0% means no effect; nearly all actives have a fitted effect of over 50% in size
#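 Yeast expressing TDP-43 (pregrown in raffinose, seeded at OD600=0.02 in galactose medium) exposed to compounds 24 hr at 30 deg C. Growth read by BacTiter-Glo luminescence; rescue of toxicity appears as increased signal.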
# D3 ag: D3 dopamine receptor (human) agonism; P35462; D3R DiscoveRx beta-arrestin cells, luminescence, 90 min; max activation, %; 0.58% of 410,000 active; AID 652048; in the data active = max activation above about 30%; note: 0% is about no effect; mostly tested at two doses, the higher about 12 µM
#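 Agonist mode: compounds and dopamine controls were applied to plated cells for 90 min at 37 degrees C after an overnight attachment at 1500 cells/well. Luminescent read-out followed 30 - 60 minutes at room temperature with DiscoveRx detection reagent.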
# aSyn rescue: alpha-synuclein toxicity inhibition in yeast; Yeast expressing alpha-synuclein, growth rescue, BacTiter-Glo, 24 h; Potency, µM (series often up to 46.1 µM), without a hit: at the highest dose growth rescue (activation), usual class: activators; 0.14% of 370,000 active; AID 652106; note: potency is the fitted concentration of half-maximal effect; % of control where 0% means no effect; nearly all actives have a fitted effect of over 65% in size
#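 Galactose-induced alpha-syn yeast (OD600=0.02, raffinose-pregrown) + pinned cpd, 24 hr, 30 deg C; growth by BacTiter-Glo luminescence. Growth restoration scores as activation.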
# PTHR1 ag: PTHR1 (human) receptor agonism; Q03431; HEK293 GP2 PTHR1 cells, GloSensor cAMP luminescence, 1 h; Potency, µM (titrated, usually from 115 µM), for inactives: at the highest dose activation, hits mostly activators; 0.075% of 410,000 active; AID 743266; note: potency is the fitted concentration of half-maximal effect; nearly all actives have a fitted effect of over 55% in size; some results filed as inactive show a strong effect at the top dose; inactives centre near -15; many of its hits are not listed in these tables
# Target sequence (Q03431 whole entry, looked up): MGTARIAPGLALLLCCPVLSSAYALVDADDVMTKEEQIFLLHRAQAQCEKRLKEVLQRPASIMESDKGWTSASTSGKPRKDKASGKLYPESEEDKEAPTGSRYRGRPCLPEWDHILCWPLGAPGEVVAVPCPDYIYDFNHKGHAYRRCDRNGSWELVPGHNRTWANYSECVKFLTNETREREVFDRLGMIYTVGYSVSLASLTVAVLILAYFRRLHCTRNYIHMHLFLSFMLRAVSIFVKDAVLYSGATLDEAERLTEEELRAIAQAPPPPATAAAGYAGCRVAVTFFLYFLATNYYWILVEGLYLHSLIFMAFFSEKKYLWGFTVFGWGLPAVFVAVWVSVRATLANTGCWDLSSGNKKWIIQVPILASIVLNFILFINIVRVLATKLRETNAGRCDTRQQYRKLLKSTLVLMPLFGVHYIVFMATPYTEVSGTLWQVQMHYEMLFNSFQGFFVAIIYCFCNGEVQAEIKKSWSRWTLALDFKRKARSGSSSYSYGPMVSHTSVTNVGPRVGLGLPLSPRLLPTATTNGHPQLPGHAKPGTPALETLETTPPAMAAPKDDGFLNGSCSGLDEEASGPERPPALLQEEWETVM
#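 HEK-293-derived GP2 cells expressing PTHR1 and a GloSensor cAMP reporter, 3,000/well, plated overnight, given luciferin plus IBMX (each 0.5 mM as added) for 1 h at 37 °C, then compound for 1 h at 37 °C. Luminescence was read after 15 min at room temperature.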
# * hit, by the source's call; i = inactive; ? = inconclusive; nt = no result given; & = joins results of further samples; [ ] = dose if it differs, or a comment. Unless noted, calls come from the whole dose curve; as a rule, active = well fitted curve in the direction sought with a large enough effect; inconclusive = small, poorly fitted or top-dose-only effect, or another doubt; inactive = no such curve, though single readings can be large; an effect the other way counts as inactive or inconclusive. Not all compounds are listed; the hit share may differ from the screen's.
# Each structure is followed by: HEK293 tox	D3 antag	GLP1R ag	KB-V1 cytotox	GLP-1R inv ag	TDP43 rescue	D3 ag	aSyn rescue	PTHR1 ag
COC(=O)c1ccc(CN2[C@H](C(=O)OC)C[C@@]3(O)[C@@H](O)[C@@H](O)[C@@H](O)C[C@@H]23)cc1
    3%	16	4%	4%	12%	4%	2	-2%	i
COc1ccc(N(CC(=O)N/N=C/c2ccccc2OC)S(=O)(=O)c2ccccc2)cc1
    5%	-4	10%	0%	16%	-15%	7	0%	-4%
Cc1ccc(NC(=O)CSc2nnc(-c3ccccc3C)o2)cc1C
    3%	4	1%	-22%	2%	-4%	2	-3%	-23%
Cn1ccnc1SCC(=O)Nc1ccc2c(c1)OCO2
    13%	4	1%	0%	5%	1%	1	-10%	28%
O=S(=O)(Nc1ccccn1)c1ccc(-n2cccn2)cc1
    4%	-1	-5%	-24%	6%	-2%	1	0%	-15%
Cc1ccc(CSc2ccc(S(=O)(=O)N3CCCC3)cn2)cc1
    -4%	-12	15%	-5%	?	7%	-3	-4%	-94%[inhibitor]
CCN(c1ccccc1)S(=O)(=O)c1ccc(NC(=O)c2cc(=O)c3cc(C)ccc3o2)cc1
    -6%	nt	nt	21%	1%	0%	-9	nt	i
NS(=O)(=O)c1ccc(CCNC(=O)COC(=O)/C=C/c2ccc(Cl)cc2)cc1
    0%	10	4%	-4%	5%	5%	1	5%	-30%
O=C(COc1ccc(Cl)cc1)NC1CCSC1=O (stereo not drawn)
    -12%	-8	1%	23%	4%	20%	-2	3%	i
O=C(CSc1nc2c(cnn2-c2cccc(Cl)c2)c(=O)[nH]1)NCCC1=CCCCC1
    16%	5	-7%	20%	1%	18%	0	-14%	i
Cc1nn(CCc2n[nH]c(=S)n2C2CCCCC2)c(C)c1Br
    -9%	14	-10%	-5%	?	-10%	9	-15%	i
Nc1cccc(P(=O)(c2ccccc2)c2ccccc2)c1
    2%	17	4%	-10%	-12%	-22%	4	3%	i
NC1=NC(c2ccccc2Cl)n2c(nc3ccccc32)N1 (stereo not drawn)
    -4%	-4	-10%	1%	0%	0%	5	3%	i
Cc1ccc(NS(=O)(=O)c2cc(Br)cc3c2N(C(=O)C2CC2)CC3)cc1C
    -27%	nt	nt	nt	?	13%	8	nt	-21%
CC(=O)Nc1ccc(NC(=O)C(C)OC(=O)c2ccccc2NS(=O)(=O)c2cccs2)cc1 (stereo not drawn)
    8%	-22	10%	9%	0%	-33%[inhibitor]	-16	-11%	i
CCCCn1c(SCc2ccccc2C)nc2ccsc2c1=O
    -2%	nt	nt	nt	-1%	-7%	-22	nt	-22%
COc1ccc(C2SCCN2C(=S)Nc2ccc(Cl)cc2)cc1 (stereo not drawn)
    0%	-27	-13%	23µM*	?	1%	-7	-13%	-23%
Cc1ccc(Cc2cnc(NC(=O)C3Cc4ccc(C)cc4C(=O)O3)s2)cc1 (stereo not drawn)
    0%	nt	-6%	2%	15%	16%	1	-2%	-12%
Cc1cc(C(=O)N/N=C/c2cccc([N+](=O)[O-])c2)c(C)n1-c1ccccc1
    -13%	-6	7%	2%	3%	15%	6	2%	-6%
COC(=O)[C@H](C)N(Cc1ccc(Cl)c(Cl)c1)S(=O)(=O)CCN1CCCC1
    3%	-68*	2%	0%	?	0%	-73	0%	i

# Each structure is followed by: HEK293 tox	D3 antag	GLP1R ag	KB-V1 cytotox	GLP-1R inv ag	TDP43 rescue	D3 ag	aSyn rescue	PTHR1 ag
COc1ccc(CN2C(=O)c3cccnc3C2=O)cc1S(=O)(=O)N1CCOc2ccccc21
    3%	10	-5%	-3%	22%	17%	1	10%	-21%
CCC(C)N(C(=O)CSc1nnc(-c2ccco2)n1C)C1CCS(=O)(=O)C1 (stereo not drawn)
    -1%	6	0%	15%	32%[activator]	-11%	6	0%	-1%
CC1=Nc2ccc(C)cc2/C1=C/c1c(N)n2c(S(=O)(=O)C(C)C)nsc2nc1=O
    -24%	0	2%	4%	5%	-16%	-21	-1%	-89%[inhibitor]
C/C(CCC(=O)O)=N/Nc1ccc([N+](=O)[O-])cc1[N+](=O)[O-]
    -2%	7	-5%	0%	15%	28%	9	-3%	i
Cc1ccc(S(=O)(=O)N2CCN(c3ccc([N+](=O)[O-])c4cccnc34)CC2)cc1
    -19%	-22	13%	?	74%[activator]	-16%	-6	-10%	-9%
CCC(C(=O)NC(C)(C)C)n1c(-c2ccc(C)cc2)nc2ccccc21 (stereo not drawn)
    3%	0	nt	-27%	-18%	3%	53*	1%	-34%[inhibitor]
CCCN1C(=O)c2ccc(C(=O)Nc3ccc4c(c3)OCO4)cc2C1=O
    5%	25	-6%	nt	18%	18%	20	-5%	-8%
CC(=O)CSc1nc2c(c(=O)[nH]c(=O)n2C)n1CCCc1ccccc1
    -1%	7	28%	?	279%[activator]	-6%	-3	-3%	i
COc1ccc(-c2cn[nH]c2C)cc1OC
    -12%	-12	15%	-25%	22%	-8%	-6	-1%	i
Cc1cc(C)c2oc(-c3ccc(C)c(NC(=O)/C=C/c4ccco4)c3)nc2c1
    -3%	nt	1%	18%	-10%	5%	4	nt	i
O=C(Nc1cc(Cl)ccc1Cl)c1ccc(-c2ccccc2)cc1
    -4%	-15	1%	-2%	25%	-1%	-4	2%	-5%
CCCCn1c(O)c(N=NC(=O)c2ccncc2)c2cc(Br)ccc21
    0%	3	11%	?	10%	?	3	2%	i
O=C(CCN1CCCC1)Nc1ccccc1
    -8%	?	-5%	-1%	0%	-1%	-3	-4%	i
Cc1cccc(C(=O)NCC(=O)OCc2nnc(-c3ccccc3)o2)c1
    -1%	-1	-3%	?	4%	8%	-3	0%	i
Cc1cccc(CCNC(=O)c2cc(S(=O)(=O)N3CCCCC3)c[nH]2)c1
    -6%&-8%	27	-4%	-9%	?	22%&15%	2&13	-1%	-67%&-75%[inhibitor]
CC(C)(C)NC(=O)NC(=O)COC(=O)CNC(=O)C1CCCCC1
    0%	1	0%	8%	13%	15%	-6	0%	-5%
O=C(c1ccc2ccccc2n1)N1CCN(S(=O)(=O)c2ccc(Cl)cc2)CC1
    18%	6	8%	-10%	-19%	25µM*	-2	13%	-21%
Cc1cc(NC(=O)c2cccs2)ncc1NC(=O)C(C)(C)C
    -11%	-13	15%	-1%	?	-17%	-6	0%	-65%[inhibitor]
CCOC(=O)c1cc(-c2ccccc2)n(CCC(=O)Nc2ccc(Cl)c(C(F)(F)F)c2)c1C
    ?	nt	nt	?	?	21%	3	nt	-16%
Cc1cccc(C)c1NC(=O)CSc1nnc(-c2ccco2)n1N
    -8%	39	0%	0%	6%	2%	2	nt	10%

# Each structure is followed by: HEK293 tox	D3 antag	GLP1R ag	KB-V1 cytotox	GLP-1R inv ag	TDP43 rescue	D3 ag	aSyn rescue	PTHR1 ag
NC(=O)c1ccsc1NC(=O)CCc1ccccc1
    -4%	-9	-7%	4%	8%	6%	2	-9%	-2%
CCOC(=O)C1=NNC(C(=O)OCC)C1C(=O)OCC (stereo not drawn)
    13%	-8	1%	11%	-8%	-25%	0	0%	i
CCCCN(C(=O)c1ccc(-c2ccc([N+](=O)[O-])cc2)o1)c1c(N)n(CCCC)c(=O)[nH]c1=O
    ?	1	-4%	-2%	?	-2%	-5	?	?
CCSc1nc(-c2cccc(Cl)c2)nc2c1Cc1c(CO)cnc(C)c1O2
    -11%	nt	nt	23%	6%	2%	-7	nt	6%
O=[N+]([O-])c1ccc(N/N=C/c2cccc(O)c2O)c(S(=O)(=O)N2CCOCC2)c1
    ?	-64*	7%	?	-13%	13%	-8	-7%	-29%
COc1cnn(-c2cccc(C)c2)c(=O)c1Cl
    4%	-24	0%	24%	7%	-4%	-10	-1%	-19%
CC(=O)N/C(=C\c1ccccc1)C(=O)OCC(=O)NC1CCS(=O)(=O)C1 (stereo not drawn)
    -8%	-18	14%	1%	-3%	-7%	1	2%	i
O=C(CCc1nc2ccccc2[nH]1)Nc1ccc2c(c1)OCCO2
    -7%	17	-6%	-13%	9%	6%	-2	-11%	-19%
COc1ccc(OCCN(C)CC(=O)Nc2c(C)cccc2C)cc1
    -3%	?	6%	-21%	11%	7%	-3	0%	-25%
CCCCCSc1nc2c(c(=O)[nH]c(=O)n2C)n1CCc1ccccc1
    0%	3	9%	-4%	24%	9%	1	5%	i
COc1cc(C2C(C(C)=O)=C(O)C(=O)N2c2ccc(Br)cn2)ccc1O (stereo not drawn)
    -1%	?	-7%	22%	2%	-5%	-4	-3%	-4%
CC(=O)Nc1n[nH]c(-c2ccc(C)cc2)c1C
    3%	8	-1%	25%	3%	20%	5	4%	-21%
COC(=O)CCSc1cc(NCCOC(C)=O)c([N+](=O)[O-])c2nonc12
    ?	-12	-4%	4%&31%	-8%	-9%	-3	3%&-3%	-30%
CCN(Cc1ccccc1)C(=O)CN1C(=O)c2ccccc2C1=O
    -4%	4	6%	-9%	-2%	-8%	-4	22%	-16%
CC(=O)Nc1ccc(NC(=O)/C=C/c2ccc3c(c2)OCO3)cc1
    -2%[7.66 µM]	10	5%	-18%	-21%[7.66 µM]	-15%[9.22 µM]	-1	0%	i
CCc1nnc2c(NCCc3ccccc3)nc3ccccc3n12
    -9%	26	1%	-6%	29%	13%	1	4%	-6%

# A different layout for part of the listing above.
canonical_smiles: CCOC(=O)C1=NNC(C(=O)OCC)C1C(=O)OCC (stereo not drawn)
  HEK293 tox = 13%
  D3 antag = -8
  GLP1R ag = 1%
  KB-V1 cytotox = 11%
  GLP-1R inv ag = -8%
  TDP43 rescue = -25%
  D3 ag = 0
  aSyn rescue = 0%
  PTHR1 ag = i
canonical_smiles: CC(=O)Nc1n[nH]c(-c2ccc(C)cc2)c1C
  HEK293 tox = 3%
  D3 antag = 8
  GLP1R ag = -1%
  KB-V1 cytotox = 25%
  GLP-1R inv ag = 3%
  TDP43 rescue = 20%
  D3 ag = 5
  aSyn rescue = 4%
  PTHR1 ag = -21%

# Bioassay records from PubChem BioAssay.
